From PubChem BioAssay
TCR act: T cell receptor activation; 330,000 tested, under 10 active; AID 504894; primary human leukocytes, anti-CD3, IL-2 HTRF, 48 h; Potency, µM (doses to about 9.22 µM), inactives show at the highest dose activation of IL-2 secretion, usual class: activators; further: % of control where 0% means no effect
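IL-2 release read by HTRF sandwich (Eu cryptate donor, d2 acceptor, 665 nm emission) after 48 hr exposure of primary human leukocytes to compound together with anti-CD3 beads in the absence of co-stimulatory signals.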
TRPV1 ag: human TRPV1 agonism; Q8NER1; TRPV1-expressing cells, Fluo-8 calcium influx, agonist mode; activation, % at 8.33 µM; hit rate 0.19% among 320,000; AID 540275; in the data active means activation above about 80%; inconclusive means between about 30% and that limit; further: 0% is about no effect
Target sequence (Q8NER1 whole entry, looked up): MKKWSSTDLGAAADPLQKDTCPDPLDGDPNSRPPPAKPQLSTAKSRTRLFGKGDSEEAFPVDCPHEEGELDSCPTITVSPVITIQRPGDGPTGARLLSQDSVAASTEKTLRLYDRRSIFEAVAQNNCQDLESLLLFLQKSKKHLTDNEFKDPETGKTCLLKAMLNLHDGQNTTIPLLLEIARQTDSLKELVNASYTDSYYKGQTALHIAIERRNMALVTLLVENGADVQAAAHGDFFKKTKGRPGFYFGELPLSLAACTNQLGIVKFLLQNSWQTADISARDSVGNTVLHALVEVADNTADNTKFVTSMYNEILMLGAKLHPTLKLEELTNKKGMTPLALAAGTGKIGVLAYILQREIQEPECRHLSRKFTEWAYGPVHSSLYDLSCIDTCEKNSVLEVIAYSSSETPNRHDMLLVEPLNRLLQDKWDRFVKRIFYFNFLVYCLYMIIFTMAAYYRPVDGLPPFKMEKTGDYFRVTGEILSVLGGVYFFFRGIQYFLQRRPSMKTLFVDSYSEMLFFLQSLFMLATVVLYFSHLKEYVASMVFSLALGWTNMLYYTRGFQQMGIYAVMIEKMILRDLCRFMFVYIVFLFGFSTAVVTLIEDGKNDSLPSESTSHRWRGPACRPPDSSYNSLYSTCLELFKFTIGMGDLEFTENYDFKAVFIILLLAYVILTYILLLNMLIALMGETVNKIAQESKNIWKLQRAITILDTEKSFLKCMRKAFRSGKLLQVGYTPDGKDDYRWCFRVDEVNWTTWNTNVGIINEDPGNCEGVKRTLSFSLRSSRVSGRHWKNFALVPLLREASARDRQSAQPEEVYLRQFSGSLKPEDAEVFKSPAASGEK
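Cells expressing TRPV1 were dye-loaded with Fluo-8 and read kinetically: 10 s baseline, 3 min after compound (agonist portion), then 2 min after EC20 capsaicin (allosteric enhancer portion). Calcium-bound dye fluorescence at 480/520 nm.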
B2AR arrestin: recruits beta-arrestin to the human beta2-adrenergic receptor; P07550; beta-arrestin recruitment to beta2AR, cell-based reporter; Potency, µM (series often up to 46.1 µM), for the others: at the highest dose activation, hits mostly activators; hit rate 0.02% among 330,000;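 further: potency means the concentration at half of the fitted maximal effect; 0% = DMSO controls and full agonism = EC100 isoproterenol or metaproterenol; nearly all actives have a fitted effect of over 65% in size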
p53 reactivation: mutant p53 re-activation in reporter cells; H1299 p53-A138V BP100-luciferase reporter, luminescence, 24 h; Potency, µM (doses to about 92.2 µM), for inactives: at the highest dose activity change, positive = activation, most hits filed as activators; hit rate 0.063% among 320,000; AID 504706; further: potency means the concentration at half of the fitted maximal effect; % of control where 0% means no effect; nearly all actives have a fitted effect of over 45% in size
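p53-null H1299 cells stably carrying temperature-sensitive p53-A138V and a BP100-luciferase reporter were pinned with compounds (4-point, 1:5 series) and held 24 hrs at 37 deg C. Luminescence was read 10 min after detection reagent.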
CXXC DNA block: inhibitors of human MLL CXXC domain-DNA interaction. hit rate 0.037% among 290,000. AID 2662. MLL-CXXC / FITC-HOXA9 DNA fluorescence polarization. Potency, µM (titrated, usually from 115 µM), for inactives: at the highest dose activity change, negative = inhibition, most hits filed as inhibitors; active means well fitted inhibition curve with a large enough effect in the polarisation, with a control signal flat, not every such curve was filed as active; inconclusive means small, poorly fitted or top-dose-only effect, or effect the other way, or a change in a side signal; inactive means no such curve, though single readings can be large or run the other way; the % refers to the polarisation; further: potency means the concentration at half of the fitted maximal effect
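Steps: dispense CXXC domain solution (7 uM) → pin compounds or unlabeled HOX-A9 DNA control → 5 min ambient → add FLSN-HOX-A9 solution (50 nM) → spin → 30 min ambient → fluorescence polarization. Tris pH 7.5/NaCl/DTT/BSA buffer.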
AT treatment: candidate therapy for ataxia-telangiectasia. hit rate 0.19% among 320,000. […] A-T fibroblasts, KAP-1 phosphorylation AlphaLISA; neocarzinostatin DNA damage 30 min before lysis. Potency, µM (doses to about 57.5 µM), for inactives: at the highest dose activation, most hits filed as activators; further: potency means the concentration at half of the fitted maximal effect; % of control where 0% means no effect; nearly all actives have a fitted effect of over 45% in size
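hTERT-immortalized A-T patient fibroblasts ([…]), 500 cells/well in OPTI-MEM, 1% FBS, got compounds for 60 min, then NCS for 30 min at 37C. Lysates were then assayed for phospho-KAP-1 by AlphaLISA (anti-pKAP1 donor, anti-KAP1 acceptor beads), 6 hr at 25C.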
PTAP TSG101 blk: blocks PTAP/TSG101 interaction to inhibit HIV-1 budding | Q99816 | Fluorescence polarization, FITC-PTAP peptide / Tsg101 binding | Potency, µM (titrated, usually from 115 µM), inactives show top-dose activity change, negative = inhibition, hits mostly inhibitors | 340,000 tested, under 10 active; active means well fitted inhibition curve with a large enough effect in the main read-out, with a control signal flat, not every such curve was filed as active; inconclusive means small, poorly fitted or top-dose-only effect, or effect the other way, or a change in a side signal; inactive means no such curve, though single readings can be large or run the other way; further: potency means the concentration at half of the fitted maximal effect; % of control where 0% means no effect
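Tsg101 binding domain (10 uM final) was mixed with compound and a FITC-labeled PTAP peptide (50 nM final) in HEPES pH 7.5 buffer with NaCl, Tween 20, EDTA and TCEP; fluorescence polarization was read after 20 min at r.t.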
ELG1 DNA repair: blocks ELG1-dependent DNA repair in HEK293T cells | hit rate 2.3% among 330,000 | HEK293T ELG1-luciferase reporter, luminescence, 16 h; DNA damage induced by 5-fluorouridine | Potency, µM (series often up to 46.1 µM), for the others: at the highest dose activity change, negative = inhibition, hits mostly inhibitors; further: potency means the concentration at half of the fitted maximal effect; on the % scale 0 is the no-effect control and ±100 the full control effect; nearly all actives have a fitted effect of over 55% in size
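Luminescence from the luciferase reporter, measured 30 min after ONE-Glo reagent at room temperature, was the read-out. Beforehand, 2,000 cells per well were exposed for 16 hr at 37 °C to 5-fluorouridine together with compound or vehicle.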
BRCA1 expr up: increases BRCA1 expression | MCF7-BRCA1-FFLuc reporter, luminescence, 48 h; response scale: scaled: vehicle 0%, 10 µM genistein 100% | Potency, µM (titrated, usually from 46.1 µM), for the others: at the top dose activation, hits mostly activators | hit rate 1.1% among 380,000; further: potency means the concentration at half of the fitted maximal effect; nearly all actives have a fitted effect of over 80% in size; some results filed as inactive show a strong effect at the top dose
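Using MCF7 cells harboring a BRCA1 firefly luciferase reporter, plated 2 h before compound pinning, the screen measured luminescence after 48 h incubation. Responses were normalized to DMSO and 10 microM genistein, then fitted for concentration-effect.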
a7 integrin act: activates integrin-mediated alleviation for muscular dystrophy. alpha7betagal myoblasts, beta-gal FDG fluorescence, 48 h. Potency, µM (series often up to 38.3 µM), for inactives: top-dose activation, hits mostly activators. hit rate 0.064% among 350,000. AID 624291;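 further: potency means the concentration at half of the fitted maximal effect; 100% = response of the positive control SU9516; nearly all actives have a fitted effect of over 60% in size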
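Alpha7betagal+/- myoblasts (passage 13) were plated 16-24 hr, then exposed to compounds (1:260 dilution of DMSO stock) for 48 hours at 37C. After MPER lysis, β-galactosidase reporter activity was read as FDG fluorescence (ex 480/em 540) after 30 minutes.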
The depositor's hits bear a star; ? = inconclusive; nt = no result given; [ ] = another dose, or the depositor's remark. Unless noted, the call rests on the fitted dose curve; in most records, active means well fitted curve in the direction sought with a large enough effect; inconclusive means small, poorly fitted or top-dose-only effect, or another doubt; inactive means no such curve, though single readings can be large; an effect the other way counts as inactive or inconclusive.

SMILES,TCR act,TRPV1 ag,B2AR arrestin,p53 reactivation,CXXC DNA block,AT treatment,PTAP TSG101 blk,ELG1 DNA repair,BRCA1 expr up,a7 integrin act
Cc1occc1C(=O)Nc1cccnc1,9%,-5,-0.2%,-6%,-5%,16%,-1%,3%,8%,-10%
Cc1ccccc1NC(=O)Nc1ccc2c(c1)OCO2,3%,16,0.3%,27%,3%,-2%,-3%,?,5.6µM*,10%
O=C(O)CSc1nccc2ccccc12,3%,4,-0.2%,-1%,20%,6%,0%,5%,-11%,1%
CCOc1ccc(N(CC(=O)NC2CCCC2)C(=O)c2ccc(C)s2)cc1,-1%,11,-0.5%,-4%,7%,8%,-3%,-6%,-4%,-11%
CCn1ncc(Br)c1C(=O)Nc1cc(C(=O)OC)ccc1C(=O)OC,-2%,5,-0.1%,?,6%,1%,-4%,?,56%,-16%
O=C(CSCc1cccc(F)c1)N1CCN(c2ccccc2)CC1,6%,-4,-0.2%,?,-1%,nt,-11%,?,?,-10%[7.66 µM]
Cc1c(S(=O)(=O)N2CCN(c3ccccc3)CC2)c(=O)n(C)c(=O)n1C,1%,4,-0.1%,0%,-2%,7%,-8%,6%,-7%,4%
CC(C)(C)NC(=O)NC(=O)CSc1nnc2ccccn12,-2%,9,-0.7%,11%,3%,11%,1%,?,-15%,-11%
CN(C)C(=O)c1ccc2c3c(cccc13)CC2,3%,?,0.1%,1%,-6%,-6%,-12%,11%,-10%,0%
CCn1c(=O)n(CC)c2cc(N3CCCC3)c(NC(=O)c3cc(Cl)ccc3OC)cc21,-1%,?,-0.3%,-4%,-1%,-7%,-6%,18µM*,4%,-1%
CC(C)N1CCC(=NNc2ccc(S(=O)(=O)N3CCOCC3)cc2[N+](=O)[O-])CC1,0%[46.1 µM],2,-0.6%,-6%,3%,-9%,-1%,8%,-6%,-8%
C=CCN1C(=O)N(/C=C/C)c2cccc3cccc1c23,-6%,5,-0.1%,-7%,2%,10%,1%,-4%,2%,13%
CCCCCCCCOC(=O)c1nc(Cl)c(Cl)c(N)c1Cl,-3%[46.1 µM],1,0.4%,5%,1%,32µM*,0%,12%,-21%,-5%
O=c1cc[nH]c2ccc([N+](=O)[O-])cc12,nt,1,-0.1%,-5%,4%,4%,0%,9%,-39%,42%
Cc1ccc(-c2nnc(NC(=O)c3ccc([N+](=O)[O-])o3)o2)c(C)c1,4%,-2,-0.4%,?,nt,13%,0%,-16%,-79%,-2%
COc1ccc(Cn2c(C)nc3c(c2=O)c2nc4ccccc4nc2n3Cc2ccco2)cc1,-11%,nt,nt,nt,nt,nt,0%,nt,-83%,-16%
O=C(/C=C/c1ccccc1Cl)Nc1ccccc1,1%,?,-0.5%,?,-2%,12%,-2%,?,89%,13%
CCOc1ccc(CNC(=O)C2CCN(S(=O)(=O)CC)CC2)cc1OC,nt,-1,-0.9%,-3%,-3%,-1%,-8%,-2%,4%,14%
CCC1CCCCN1C(=O)CSc1nnc(N)s1 (stereo unspecified),2%[46.1 µM],nt,-0.5%,-7%,nt,-13%,-5%,9%,-8%,4%
Cc1cc(Cl)ccc1OC(C)c1nnc(N)s1 (stereo unspecified),0%,-2,0.2%,-2%,0%,-2%,-2%,?,-32%,?

Record cards, from the list above.
Cc1ccc(-c2nnc(NC(=O)c3ccc([N+](=O)[O-])o3)o2)c(C)c1 is listed as TCR act: 4%; TRPV1 ag: -2; B2AR arrestin: -0.4%; p53 reactivation: ?; CXXC DNA block: nt; AT treatment: 13%; PTAP TSG101 blk: 0%; ELG1 DNA repair: -16%; BRCA1 expr up: -79%; a7 integrin act: -2%
C=CCN1C(=O)N(/C=C/C)c2cccc3cccc1c23 is listed as TCR act: -6%; TRPV1 ag: 5; B2AR arrestin: -0.1%; p53 reactivation: -7%; CXXC DNA block: 2%; AT treatment: 10%; PTAP TSG101 blk: 1%; ELG1 DNA repair: -4%; BRCA1 expr up: 2%; a7 integrin act: 13%
CCOc1ccc(CNC(=O)C2CCN(S(=O)(=O)CC)CC2)cc1OC is listed as TCR act: nt; TRPV1 ag: -1; B2AR arrestin: -0.9%; p53 reactivation: -3%; CXXC DNA block: -3%; AT treatment: -1%; PTAP TSG101 blk: -8%; ELG1 DNA repair: -2%; BRCA1 expr up: 4%; a7 integrin act: 14%

(list continues)
SMILES,TCR act,TRPV1 ag,B2AR arrestin,p53 reactivation,CXXC DNA block,AT treatment,PTAP TSG101 blk,ELG1 DNA repair,BRCA1 expr up,a7 integrin act
O=C(CN1C(=O)NC(Cc2c[nH]c3ccccc23)C1=O)Nc1ccccc1Br (stereo unspecified),-3%,1,-0.1%,-3%,nt,-3%,-1%,3%,-5%,?
O=C(Nc1ccc(F)c([N+](=O)[O-])c1)c1ccc2c(c1)C(=O)OC2=O,nt,-1,0.2%,2%,-19%,0%,nt,13%,nt,nt
Cn1c(N)c(C(=O)COC(=O)c2cccc(S(=O)(=O)NCc3ccccc3)c2)c(=O)n(C)c1=O,-8%,nt,-0.4%,-6%,nt,2%,-4%,?,-12%,-22%
Cc1ccc(C)c(NC(=O)CSc2nnc(C)c(=O)n2N)c1,3%[46.1 µM],1,-0.2%,-5%,0%,-1%,-4%,0%,-8%,-18%
CC(=O)Nc1ccccc1NS(=O)(=O)c1cccc([N+](=O)[O-])c1,-3%,-2,-0.7%,4%,-2%,-3%,-5%,2%,0%,-11%
Cc1c(C(=O)n2cnc3ccccc32)cccc1[N+](=O)[O-],0%,2,0.1%,1%,12%,7%,-2%,5%,-1%,-6%
Cc1ccc(NS(=O)(=O)c2cc(C(=O)OCC(=O)NCC3CCCO3)ccc2C)cc1 (stereo unspecified),5%,0,0.0%,0%,-5%,4%,0%,1%,-8%,2%
CC(C)(C)n1nnnc1C(c1ccc(F)cc1)N1CCC(C(N)=O)CC1 (stereo unspecified),0%,1,-1.1%,-2%,-4%,1%,-2%,7%,-1%,-17%
CC(C)CNC(=O)c1cc(S(=O)(=O)N2CCOCC2)ccc1N1CCCC1,7%,4,0.3%,0%,7%,5%,0%,-1%,-22%,15%
CC1CCN(c2ccc([N+](=O)[O-])cc2C(=O)N2CCOCC2)CC1,0%,17,0.0%,-1%,-7%,1%,-1%,6%,-3%,11%
COc1cccc(C(=O)N/N=C(\CC(C)C)c2ccccc2)c1,-2%[46.1 µM],16,0.0%,0%,-4%,-16%,2%,-12%,3%,0%
CCCCSc1cc(C)nc(N)n1,-1%,0,-0.1%,5%,-4%,0%,-1%,?,74%,20%
CCOc1ccccc1N(CC(=O)Nc1ccc2c(c1)OCO2)S(C)(=O)=O,4%,10,-0.3%,-9%,3%,-6%,-4%,0%,0%,-6%
N#Cc1ccccc1S(=O)(=O)N1CCN(CC(O)CN2CCOCC2)CC1 (stereo unspecified),0%,-1,-0.1%,-7%,nt,4%,-5%,?,-10%,7%
COc1cc(OC)cc(C(=O)N[C@H](C(=O)Nc2cc(F)ccc2C)C(C)C)c1,-16%,3,-0.4%,4%,7%,9%,-8%,-18%,-8%,3%
O=C1C=C(c2ccc3c(c2)oc2ccccc23)C[C@@H](c2ccc(Cl)cc2)C1,-2%,1,0.0%,11%,nt,7%,-5%,1%,1%,13%
OCCCNCc1ccc(N(c2ccccc2)c2ccccc2)cc1,2%,2,-0.4%,6%,30%,-1%,-6%,-12%,-45%,-65%[inhibitor]
COc1ccc(-c2nnn(CC(=O)NC(=O)NC3CCCCC3)n2)cc1OC,3%,-1,0.2%,-16%,nt,1%,0%,-2%,-11%,42%
Nc1nc(SCCO)[nH]c(=O)c1NC(=O)c1ccc(Br)o1,nt,-2,0.4%,9%,-8%,-1%,-3%,7%,-7%,19%
COc1ccc(C)cc1NC(=O)c1ccccc1N(C)S(=O)(=O)c1ccccc1,-8%,6,-0.3%,-1%,5%,7%,-6%,-23%,-32%,-25%
O=[N+]([O-])c1cccc(S(=O)(=O)N2CCN(S(=O)(=O)N3CCCCCC3)CC2)c1,-5%,3,0.0%,1%,5%,2%,-4%,-3%,-26%,-7%
COC(=O)c1ccccc1NC(=O)C1CCN(S(=O)(=O)c2cc(OC)ccc2OC)CC1,5%,1,-1.0%,-15%,-2%,-2%,-5%,?,-22%,1%
CC(=O)c1c(C)[nH]c(C(=O)OCc2cccc(C)c2)c1C,-5%,24,0.1%,?,20%,3%,-2%,?,-10%,-6%
CCN(CC)C(=S)SCC(=O)Nc1ncc2c(n1)CC(C)(C)CC2=O,5%,9,-0.1%,3%,6%,-9%,-3%,-12%,-24%,-2%

This is a random part of the collection, and some 3.8% of all compounds hit somewhere here.
